Screening data as filed in PubChem BioAssay.
GSIS activator = GLuc luminescence reporter in INS-1E cells, primary screen for activators of glucose-dependent secretion of insulin; INS-1E GLuc reporter insulin secretion, 2-3 h; activation, % at 16.6 µM; hit rate 0.61% among 370,000; AID 743287, 2014;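 active = lowest replicate activation of at least 40%, so every replicate reaches that level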;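 also: 0% = median of neutral control wells and 100% = median of IBMX positive control wells; some compounds called inactive have numbers as strong as hits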
FN deposition inh = inhibitors of fibronectin matrix deposition, primary screen, AH1F cells, Alexa488-fibronectin fluorescence, plate reader; AID 743247, 2014; AH1F fibroblasts, overnight; hit rate 0.086% among 350,000; inhibition, % at 12.6 µM;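 active = mean inhibition across replicates of 30% or more, regardless of how many single replicates reach that level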;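 also: positive control wells lacked labelled fibronectin entirely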
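Material: AH1F fibroblast monolayer depositing Alexa488-labelled fibronectin into matrix / Amount: 10000 AH1F cells per well / Signal: fluorescence 485/525 nm / Medium: DMEM, 2% serum / Compound: single dose, pinned / Incubation: 1 h cell adhesion before compound, then overnight fibronectin incubation / Reagent: Alexa488-FN, 24 nM final / Read-out: inhibition of fibronectin deposition signal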
PglD DTNB = C. jejuni PglD acetyltransferase inhibitors, primary screen, biochemical, DTNB colorimetric, single point; hit rate 0.098% among 360,000; inhibition, % at 12.5 µM; purified PglD enzyme, DTNB colorimetric CoA detection; UDP-N-acetylbacillosamine N-acetyltransferase PglD (Campylobacter jejuni); in the data active = inhibition above about 16%, passing the limit was not always enough; also: strong numbers were not always called active
C2C12 statin = suppressors of statin myotoxicity in C2C12 myotubes, primary screen, cell-based, single point, plate reader; C2C12 myotubes + simvastatin, ATP luminescence, 48 h; scaled: DMSO 0, geranylgeraniol control 100; rescue of ATP level, % at 7.49 µM; AID 602340, 2012; hit rate 0.78% among 330,000;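 active = mean ATP rescue above about 67%, or every replicate alone reaching that limit, limit read from the data, passing the limit was not always enough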;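 also: myotubes were challenged with 10 µM simvastatin during compound exposure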
miR-122 sensor = miR-122 Renilla sensor signal increase in Huh7, primary screen, miR-122 inhibitor project, cell-based, single point, plate reader; Huh7 miR-122 Renilla luciferase sensor, 48 h; neutral wells = 0, positive control = 100; activation (reporter increase), % at 12.5 µM; hit rate 0.3% among 340,000;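 active = mean replicate activation score at least 90 and every replicate individually at or above 90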;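 also: higher luciferase means less miR-122 activity so hits act as miR-122 inhibitors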
Cneo AK release = Cryptococcus neoformans cell lysis inducers, primary screen, AK release luminescence, single concentration. C. neoformans lysis, adenylate kinase release luminescence, 4 h; normalised: neutral wells 0, clomiphene wells 100. lysis activity, % at 15 µM. hit rate 0.2% among 360,000;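 active = mean lysis activity across replicates of at least 80%, whatever share of replicates individually reach that level; inactive = mean lysis activity below 80%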
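Material: C. neoformans cells; Schedule: 4 h static compound exposure, 37 °C, read 1 h post-reagent; Measured by: adenylate kinase release luminescence; Read-out: signal increase indicating cell lysis; Controls: Clomiphene as positive lysis control.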
CFTR F508del cor = F508del CFTR correction, initial screen, CFBE line, single point | hit rate 0.36% among 350,000 | AID 720511, 2013 | activity (quench increase), % at 7.58 µM | CFBE cells, YFP halide quenching; stimulated with forskolin plus potentiator P3; % fluorescence drop versus neutral controls;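 active = mean added fluorescence quench of at least 8% versus neutral control, with both replicates also reaching 8%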;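 also: cells transiently co-express mutant CFTR-F508del with the halide-sensitive YFP; corrector assay measuring rescue of mutant channel to the surface after 24 h compound exposure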
PGC1a acetyl inh = inhibitors of PGC1a acetylation signal, primary screen, cell-based, U2OS, AlphaScreen, inhibitor mode | inhibition, % at 15.6 µM | AlphaScreen anti-acetyl-lysine; with virally co-expressed GCN5 acetyltransferase | hit rate 0.17% among 350,000;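 active = every replicate shows inhibition of at least 40%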;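 also: 0% = neutral control wells and 100% = positive control wells; some results beyond the cut were filed as inactive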
* hit, by the source's call; & = joins results of further samples; [ ] = dose if it differs, or a comment.

Screening CCCS(=O)(=O)NC(=O)C1(C)CCCN(C(=O)c2c(C)noc2C)C1 (stereo unspecified) returned PglD DTNB 2.1, C2C12 statin 6.1, Cneo AK release 3.6, CFTR F508del cor -3.4 and PGC1a acetyl inh 6.3.
O=C1NC(=O)C2(CCC(C(=O)O)C2)N1 (stereo unspecified) was read as PglD DTNB 3.2, miR-122 sensor 1.7, Cneo AK release -0.7 and PGC1a acetyl inh -4.1.
`C[C@@H]1CN([C@H](C)CO)S(=O)(=O)c2ccc(C3=CCCCC3)cc2O[C@@H]1CN(C)C(=O)Cc1ccncc1` gave GSIS activator -11.3, FN deposition inh -8.0, PglD DTNB -9.2, C2C12 statin -28.5, miR-122 sensor -34.9[16.7 µM], Cneo AK release 0.4, CFTR F508del cor 2.6 and PGC1a acetyl inh -3.2.
C[C@@H]1CN([C@H](C)CO)C(=O)c2cc(C3=CCCC3)cnc2O[C@@H]1CN(C)C(=O)CN(C)C was read as GSIS activator 19.2, FN deposition inh -3.1, PglD DTNB 0.3, C2C12 statin 21.9, miR-122 sensor 9.6[16.7 µM], Cneo AK release 57.8, CFTR F508del cor -0.4 and PGC1a acetyl inh -0.9.
Screening CC(C)(C)n1nc2c(c1NC(=O)c1ccc(S(=O)(=O)N3CCCCC3)cc1)CS(=O)C2 (stereo unspecified) returned FN deposition inh -0.1, PglD DTNB -0.7, miR-122 sensor 6.6, Cneo AK release 0.7 and PGC1a acetyl inh -0.3.
For CCOC(=O)c1sc(=S)n(-c2ccc(OC)cc2)c1N the results were GSIS activator -15.3, FN deposition inh 12.0, PglD DTNB 2.9, miR-122 sensor -7.2, Cneo AK release -1.1, CFTR F508del cor -0.2 and PGC1a acetyl inh 9.9.
Screening O=C(CSc1nc2scc(-c3ccccc3)c2c(=O)[nH]1)Nc1ccccc1 returned GSIS activator -6.1, PglD DTNB 5.5, C2C12 statin -6.1, miR-122 sensor 1.2, Cneo AK release 1.2, CFTR F508del cor -0.2 and PGC1a acetyl inh 5.3.
For CC1CCCN(S(=O)(=O)c2ccc(NC(=O)Cn3nnc(-c4ccccc4F)n3)cc2)C1 (stereo unspecified) the results were GSIS activator -1.6, PglD DTNB -1.1, C2C12 statin -7.3, miR-122 sensor 0.2, Cneo AK release -0.8 and PGC1a acetyl inh 2.3.
Screening C[C@@H]1CCCCO[C@@H](CN(C)Cc2ccc(C(=O)O)cc2)[C@@H](C)CN([C@H](C)CO)C(=O)c2cc(NC(=O)Nc3ccccc3)ccc2O1 returned GSIS activator 13.2, FN deposition inh 13.3, PglD DTNB 0.7, miR-122 sensor 12.6[16.7 µM], Cneo AK release -0.7, CFTR F508del cor -0.5 and PGC1a acetyl inh -0.1.
CC1(C)Cc2c(C#N)c(N3CCN(C(=O)c4ccco4)CC3)nc(Cc3ccccc3)c2CO1 was read as FN deposition inh -5.2, PglD DTNB -4.5, miR-122 sensor -23.0, Cneo AK release -1.0 and PGC1a acetyl inh 7.2.
CCOc1cc(C(=O)Nc2cccc3ncccc23)cc(OCC)c1OCC was read as GSIS activator -16.1, PglD DTNB 2.6, C2C12 statin 107.1*, miR-122 sensor -3.4, Cneo AK release -1.4, CFTR F508del cor -2.4 and PGC1a acetyl inh -8.7.
For CCCOc1cccc(C(=O)N(Cc2ccco2)C2CCS(=O)(=O)C2)c1 (stereo unspecified) the results were PglD DTNB 4.5, C2C12 statin 5.7, miR-122 sensor -2.5, Cneo AK release 2.6 and PGC1a acetyl inh -1.5.
`CO[C@H](C(=O)N(C)C[C@@H]1OCc2ccccc2-c2c(n(C)c3ccccc23)C(=O)N([C@@H](C)CO)C[C@@H]1C)c1ccccc1` gave GSIS activator -11.2, FN deposition inh -6.5, PglD DTNB -1.0, C2C12 statin 14.1, Cneo AK release -3.5, CFTR F508del cor 1.4 and PGC1a acetyl inh -4.6.
Screening Cc1ccc(C(=O)N2CCCC(CCC(=O)N3CCN(c4ccccn4)CC3)C2)s1 (stereo unspecified) returned GSIS activator 4.6, FN deposition inh -5.9, CFTR F508del cor -3.4 and PGC1a acetyl inh -10.5.
For CCCNC(=O)[C@H]1[C@H](CO)[C@H]2Cn3c(ccc(C4=CCCC4)c3=O)[C@H]2N1CCC the results were GSIS activator -0.6, PglD DTNB 2.9, C2C12 statin 0.3, miR-122 sensor 1.1[16.7 µM], Cneo AK release -1.7, CFTR F508del cor -2.1 and PGC1a acetyl inh 1.0.

Sorted by length of the SMILES (ascending): part of the list above
CCOc1cc(C(=O)Nc2cccc3ncccc23)cc(OCC)c1OCC was read as GSIS activator -16.1, PglD DTNB 2.6, C2C12 statin 107.1*, miR-122 sensor -3.4, Cneo AK release -1.4, CFTR F508del cor -2.4 and PGC1a acetyl inh -8.7.
Screening CC(C)(C)n1nc2c(c1NC(=O)c1ccc(S(=O)(=O)N3CCCCC3)cc1)CS(=O)C2 (stereo unspecified) returned FN deposition inh -0.1, PglD DTNB -0.7, miR-122 sensor 6.6, Cneo AK release 0.7 and PGC1a acetyl inh -0.3.
C[C@@H]1CN([C@H](C)CO)C(=O)c2cc(C3=CCCC3)cnc2O[C@@H]1CN(C)C(=O)CN(C)C was read as GSIS activator 19.2, FN deposition inh -3.1, PglD DTNB 0.3, C2C12 statin 21.9, miR-122 sensor 9.6[16.7 µM], Cneo AK release 57.8, CFTR F508del cor -0.4 and PGC1a acetyl inh -0.9.

Continuation.
`Fc1ccc(NC(=S)NCCc2ccc(Cl)cc2)cc1` gave GSIS activator -28.1, FN deposition inh 3.0, PglD DTNB 1.0, miR-122 sensor 0.4, Cneo AK release -5.6 and PGC1a acetyl inh -5.2.
Screening COc1ccc(CNC(=O)C2=C(C)C(=O)OC23CCC(C)CC3)cc1 (stereo unspecified) returned GSIS activator -25.1, FN deposition inh -2.1, PglD DTNB 2.3, C2C12 statin 3.4, Cneo AK release 20.6 and CFTR F508del cor -0.5.
`O=C(C[C@H]1CC[C@H]2[C@@H](COC[C@@H](O)CN2C(=O)Nc2cc(Cl)cc(Cl)c2)O1)N1CCOCC1` gave GSIS activator -10.4, FN deposition inh -5.5, PglD DTNB 2.6, C2C12 statin -0.4, miR-122 sensor 4.7[16.7 µM], Cneo AK release -2.6, CFTR F508del cor -1.5 and PGC1a acetyl inh 0.1.
For CC(C)NC(=O)N[C@H]1C=C[C@@H](CC(=O)NCCN2CCCC2)O[C@@H]1CO the results were GSIS activator -1.7, FN deposition inh 7.5, PglD DTNB -0.4, C2C12 statin -0.8, Cneo AK release -0.1, CFTR F508del cor -0.4 and PGC1a acetyl inh 5.7.
C#CCOn1c(-n2nc(C)cc2C)nc2ccccc2c1=O was read as GSIS activator 20.4, FN deposition inh -11.1, PglD DTNB 1.4, C2C12 statin -0.4, miR-122 sensor 3.9, Cneo AK release -7.5, CFTR F508del cor -0.2 and PGC1a acetyl inh 11.5.
Screening COC(=O)Nc1ccc(S(=O)(=O)N2CCCCC2C(=O)O)cc1 (stereo unspecified) returned GSIS activator 5.4, FN deposition inh 0.2, CFTR F508del cor 1.5 and PGC1a acetyl inh 11.1.
O=C(O)C1=C[C@@H](c2ccc(Br)cc2)C[C@@H](OCc2ccc(CO)cc2)O1 was read as GSIS activator -0.9, FN deposition inh 12.5, PglD DTNB 1.4&2.5, C2C12 statin 19.0, miR-122 sensor -2.1, Cneo AK release -4.7&0.6, CFTR F508del cor 0.8&0.1 and PGC1a acetyl inh -5.8.
C[C@@H]1CN([C@@H](C)CO)C(=O)c2cc(NC(=O)Cc3ccccc3)ccc2O[C@@H]1CN(C)Cc1ccccc1 was read as GSIS activator -6.4, PglD DTNB -0.7, C2C12 statin -1.2, miR-122 sensor 2.9[16.7 µM], Cneo AK release -55.9 and CFTR F508del cor 1.6.
For O=C(N/N=C/c1ccco1)c1cccc(NC(=O)c2ccccc2Cl)c1 the results were GSIS activator -18.6, FN deposition inh -1.7, PglD DTNB -1.0, C2C12 statin 4.2, Cneo AK release -1.4 and CFTR F508del cor 1.1.
Screening COc1ccc(N(CC(=O)NC2CCS(=O)(=O)C2)S(=O)(=O)c2ccc(Cl)c(Cl)c2)cc1 (stereo unspecified) returned GSIS activator 10.6, FN deposition inh -6.5, PglD DTNB -2.9, C2C12 statin 4.5, miR-122 sensor -3.1, Cneo AK release -2.6, CFTR F508del cor 1.8 and PGC1a acetyl inh 0.7.
`O=Cc1nc(-c2ccccc2Cl)n2ccccc12` gave GSIS activator 3.0, PglD DTNB 3.4, C2C12 statin -2.8, miR-122 sensor 2.0, Cneo AK release -0.9, CFTR F508del cor -2.0 and PGC1a acetyl inh -1.6.
For O=C(CCNC(=O)c1ccccc1Cl)NCc1cccnc1 the results were GSIS activator 6.3, FN deposition inh -4.9, C2C12 statin 4.1, miR-122 sensor 2.7 and CFTR F508del cor -0.7.
Screening CCN1C(=O)/C(=C/C=C2/CCCN2C)OC1=S returned GSIS activator 1.5, FN deposition inh -10.7, C2C12 statin 10.0, miR-122 sensor -22.6, CFTR F508del cor 2.6 and PGC1a acetyl inh 9.7.
COc1cccc(NC(=S)N2CCCC2c2ccc(OC)c(OC)c2)c1 (stereo unspecified) was read as GSIS activator 19.6, FN deposition inh -4.0, PglD DTNB -0.6, C2C12 statin 3.1, miR-122 sensor -7.3, Cneo AK release -2.5, CFTR F508del cor 1.0 and PGC1a acetyl inh -9.2.
For CC(C)Cn1nc(NC(=O)C2CCCO2)c2cc3ccccc3nc21 (stereo unspecified) the results were PglD DTNB -2.3, C2C12 statin 16.4, miR-122 sensor -5.5, Cneo AK release -1.1 and PGC1a acetyl inh -7.0.
`COc1ccccc1-n1c(SCC(=O)O)nc2c(sc(=S)n2-c2ccccc2C)c1=O` gave FN deposition inh 4.3, PglD DTNB -1.1, C2C12 statin -2.0, Cneo AK release 2.7 and CFTR F508del cor -0.5.
`CCOc1ccc(C2/C(=C(/O)c3ccc4c(c3)CC(C)O4)C(=O)C(=O)N2CCCn2ccnc2)cc1` (stereo unspecified) gave GSIS activator -1.8, FN deposition inh -4.4, PglD DTNB -2.5, C2C12 statin -3.1, miR-122 sensor -1.3, Cneo AK release 0.1, CFTR F508del cor 1.5 and PGC1a acetyl inh -1.8.
For COc1ccc(OCC(=O)Nc2ccc(N3CCC(C)CC3)cc2)cc1 the results were GSIS activator 15.6, FN deposition inh -1.8, PglD DTNB 5.4, C2C12 statin -5.8, miR-122 sensor -13.1, Cneo AK release -0.9 and CFTR F508del cor 0.8.
For C[C@H](CO)N1C[C@H](C)[C@@H](CN(C)Cc2ccccc2)Oc2ccc(NC(=O)c3ccncc3)cc2CC1=O the results were GSIS activator -1.8, PglD DTNB 0.4, C2C12 statin 6.7, miR-122 sensor 6.5[16.7 µM], Cneo AK release 2.6 and CFTR F508del cor 2.0.
`COc1ccc(NC(=O)N2C[C@@H](O)COC[C@H]3O[C@@H](CC(=O)NCc4ccncn4)CC[C@@H]32)cc1` gave GSIS activator 17.1, FN deposition inh 2.8, PglD DTNB -1.8, C2C12 statin 6.3, miR-122 sensor -7.0[16.7 µM], Cneo AK release -0.7, CFTR F508del cor -1.0 and PGC1a acetyl inh 3.7.
CC1(C)Cc2ccccc2-c2nc3n(c(=O)c21)CCCS3 was read as GSIS activator 4.7, FN deposition inh 2.3, miR-122 sensor -5.0, CFTR F508del cor 2.5 and PGC1a acetyl inh -1.4.
